LYPLA2 inh: blocks human lysophospholipase 2, a PME1 counter-screen. inhibition, % at 5.9 µM. recombinant LYPLA2, FP-Rh probe fluorescence polarization. 0.38% of 320,000 active. AID 2177;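 active = inhibition above the screen-wide mean plus 3 SD, limit set per campaign, cut at about 26% in these data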;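 also: 0% = LYPLA2 with DMSO and 100% = wells lacking LYPLA2 enzyme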
PREPL inh: human PREPL enzyme inhibition; 0.68% of 320,000 active; Q4J6C6; inhibition, % at 5.96 µM; recombinant PREPL, fluorescence polarization activity-based probe; in the data active = inhibition above about 43%;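 also: 0% = enzyme with DMSO and 100% = wells lacking enzyme; many of its hits are not listed in these tables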
PAFAH2 inh: inhibitors of human PAFAH2; Q99487; recombinant PAFAH2, FP-rhodamine activity probe, fluorescence polarization; inhibition, % at 3.39 µM; 0.99% of 340,000 active; AID 492956;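 active = inhibition above the mean over all tested compounds plus 3 SD, cut at about 30% in these data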;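 also: inhibitors block probe labeling of enzyme so polarization drops; 0% = enzyme with DMSO and 100% = wells lacking PAFAH2 protein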
PAD4 inh: PAD4 (human) enzyme inhibition | Q9UM07 | recombinant PAD4, RCA probe fluorescence polarization | inhibition, % at 6.36 µM | 0.41% of 330,000 active | AID 485272;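 active = percent inhibition above a cutoff equal to the mean of all tested compounds plus 3 SD, cut at about 15% in these data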;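 also: 0% = PAD4 with RCA probe and DMSO and 100% = probe without PAD4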
Target sequence (Q9UM07 whole entry, looked up): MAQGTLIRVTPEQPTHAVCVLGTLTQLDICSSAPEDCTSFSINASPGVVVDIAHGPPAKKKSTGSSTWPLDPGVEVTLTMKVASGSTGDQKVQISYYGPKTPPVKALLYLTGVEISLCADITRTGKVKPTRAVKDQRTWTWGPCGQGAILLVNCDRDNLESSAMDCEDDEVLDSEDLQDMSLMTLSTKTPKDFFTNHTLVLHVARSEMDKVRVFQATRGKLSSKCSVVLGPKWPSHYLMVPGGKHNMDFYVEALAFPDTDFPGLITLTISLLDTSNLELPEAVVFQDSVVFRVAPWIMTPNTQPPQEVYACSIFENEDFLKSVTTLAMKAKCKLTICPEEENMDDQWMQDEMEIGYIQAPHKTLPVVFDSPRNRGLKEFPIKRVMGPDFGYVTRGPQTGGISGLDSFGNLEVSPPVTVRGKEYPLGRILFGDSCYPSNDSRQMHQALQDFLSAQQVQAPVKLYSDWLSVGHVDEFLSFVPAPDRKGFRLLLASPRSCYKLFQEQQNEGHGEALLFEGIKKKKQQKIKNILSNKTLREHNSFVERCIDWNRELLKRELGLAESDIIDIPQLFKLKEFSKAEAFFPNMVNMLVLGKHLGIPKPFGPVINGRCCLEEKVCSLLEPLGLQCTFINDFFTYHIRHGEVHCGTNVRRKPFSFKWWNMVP
LYPLA1 inh: blocks human lysophospholipase 1, a PME1 counter-screen. inhibition, % at 5.9 µM. O75608. recombinant LYPLA1, FP-Rh probe fluorescence polarization. 0.16% of 320,000 active;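 active = inhibition above the mean of all tested compounds plus 3 SD, set per campaign, cut at about 14% in these data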;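 also: inhibitors block serine hydrolase probe labeling of LYPLA1 so polarization falls; 0% = enzyme with DMSO and 100% = wells lacking LYPLA1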
PAFAH1B3 FP inh: PAFAH1B3 (human) inhibition. Q15102. AID 492972. recombinant PAFAH1B3, FP-rhodamine probe, fluorescence polarization. inhibition, % at 3.39 µM. 0.28% of 340,000 active;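 active = inhibition above the screen-wide average of all tested compounds plus 3 SD, cut at about 25% in these data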;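 also: 0% = enzyme with DMSO only and 100% = wells lacking PAFAH1B3 protein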
GSTO1 counter: blocks human GSTO1 in RBBP9 counter-screen; P78417; recombinant GSTO1, activity-based probe fluorescence polarization; inhibition, % at 5.96 µM; 1.1% of 300,000 active; AID 1974;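 active = inhibition above the campaign mean inhibition plus 3 SD, cut at about 35% in these data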;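 also: 0% = GSTO1-1 with DMSO and 100% = wells lacking GSTO1-1 enzyme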
Target sequence (P78417 whole entry, looked up): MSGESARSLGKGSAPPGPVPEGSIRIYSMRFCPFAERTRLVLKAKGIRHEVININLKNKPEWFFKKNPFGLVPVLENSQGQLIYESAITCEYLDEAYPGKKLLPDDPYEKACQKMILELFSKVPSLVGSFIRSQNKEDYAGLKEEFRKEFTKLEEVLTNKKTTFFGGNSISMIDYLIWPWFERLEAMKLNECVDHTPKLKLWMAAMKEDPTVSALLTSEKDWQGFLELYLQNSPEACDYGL
EBNA-1 inh: blocks EBNA-1 binding to DNA; EBNA-1 DNA binding, fluorescence polarization; inhibition, % at 14.8 µM; 0.34% of 300,000 active; in the data active = inhibition above about 28%
ZTA DNA inh: blocks Epstein-Barr virus ZTA, an EBNA-1 counter-screen. inhibition, % at 11 µM. 0.15% of 320,000 active. ZTA-DNA binding, fluorescence polarization. P03206; in the data active = inhibition above about 33%
* = called active by the depositor; nt = no result given.

SMILES	LYPLA2 inh	PREPL inh	PAFAH2 inh	PAD4 inh	LYPLA1 inh	PAFAH1B3 FP inh	GSTO1 counter	EBNA-1 inh	ZTA DNA inh
N=C1N(/N=C/c2ccccc2)C(=Nc2ccccc2)C(=S)N1c1ccccc1	0	6	-1	2	-2	8	12	-1	-2
COc1ccccc1-c1c(C)nn2c(N3CCC(C)CC3)cc(C)nc12	4	-6	1	-3	0	9	-4	4	7
Fc1ccc(/C=N/N2CCCCC2)c(F)c1	1	-2	-2	-3	3	4	3	-15	-7
Cc1cccn2c(=O)nc(SCC(=O)NC3CCCCC3)nc12	-2	6	-1	-3	0	-2	-7	0	-7
Cc1cc([N+](=O)[O-])nn1CCCC(=O)Nc1cccc(Cl)c1Cl	0	18	5	1	0	6	-3	7	-6
CN(/N=C/c1ccccc1Cl)c1ncc(Cl)cc1C(F)(F)F	0	-8	5	2	0	3	-5	1	13
CCOc1ccc(NS(=O)(=O)c2ccc(C(=O)NCCCN3CCCC3=O)cc2)cc1	7	5	-2	7	4	6	13	-1	16
CCOc1ccc(S(=O)(=O)NCCC(=O)OCC(=O)Nc2cc(C)on2)cc1	4	6	0	-1	1	0	3	6	-7
CC(C)(C)OC(=O)N1CCC(c2c(C(=O)N3CCN(C4CCCCC4)CC3)cnn2-c2ccc(F)cc2)CC1	-1	-9	6	0	1	3	5	2	3
Cc1sc2ncnc(N3CCC(C(=O)NNC(=O)c4ccc(F)cc4)CC3)c2c1C	3	13	5	-1	-2	5	-9	6	-8
CCOCCCNC(=O)Cn1cc2c(n1)CCCCC2	-3	20	-1	-4	0	2	0	2	-15
COc1ccc(CN2CCN(c3ccccc3OC)CC2)cc1OC	-2	-3	7	-2	-4	1	0	-2	-6
COc1ccc(C(C)=O)cc1CSc1nnc(Nc2c(C)cccc2C)s1	1	22	6	-2	-2	7	5	-1	-18
COc1ccc(-n2c(=O)[nH]c3cc(C(=O)NCCc4ccccc4)ccc3c2=O)cc1OC	4	-12	4	0	-2	3	0	3	-8
CCn1c(=O)cc(SCC(=O)N2CCN(c3ccccc3F)CC2)c2ccccc21	4	-33	3	0	0	4	-3	3	6
Cc1ccc(SCCC(=O)N2CCN(S(=O)(=O)c3ccccc3)CC2)cc1	3	11	12	0	-2	1	nt	nt	13
Cc1ccc(NC(=O)CN2CCC(C(=O)c3ccc4c(c3)OCCO4)CC2)cc1	3	-7	5	-1	-2	6	5	10	14
COc1ccccc1OCC(=O)NNC(=O)c1ccc2c(=O)n3c(nc2c1)CCC3	7	8	2	1	1	11	5	3	-4
CN(C)c1ccc(/C=N/N(Cc2ccccc2)c2ccccc2)cc1	-2	-2	-1	2	-1	11	1	11	12
COc1cc(-c2noc(C)c2C#CCO)cc(OC)c1OC	-5	17	-2	3	-3	3	1	1	5
Cc1ccc(OCCC(=O)OCC(=O)NCCc2ccc(Cl)cc2)cc1	6	-40	2	0	0	5	-5	13	10
COc1ccc(OCC(=O)Nc2ccc(N3CCOCC3)c(Cl)c2)cc1	4	14	-5	1	4	1	11	13	3
Nc1nc(C2CCCCC2)cs1	-3	5	-1	3	0	7	-1	2	-6
O=C(CCOc1ccccc1)N1CCN(S(=O)(=O)c2ccccc2F)CC1	0	22	3	3	1	-1	nt	nt	-18
Cc1nc(NCc2ccco2)c(C#N)c2c1COC(C)(C)C2	7	0	3	1	-1	11	-7	-6	13
(continued)
SMILES	LYPLA2 inh	PREPL inh	PAFAH2 inh	PAD4 inh	LYPLA1 inh	PAFAH1B3 FP inh	GSTO1 counter	EBNA-1 inh	ZTA DNA inh
O=C(Cc1cccs1)Nn1c(Cc2cccs2)nc2ccccc2c1=O	-2	12	0	-2	-1	2	-4	-2	1
CCCC(=O)Nc1ccc2c(c1)nc(CN1CCN(C(=O)OCC)CC1)n2C	3	12	-8	-6	6	9	-1	0	-28
CCOC(=O)c1ccc(N2CCN(c3ccccc3F)CC2)c(NC(=O)Nc2ccccc2)c1	-14	29	-36	-3	-25	-43	-19	2	-7
Cc1nc2ccc(Br)cc2c(-c2ccccc2)c1C(=O)O	3	-1	2	-2	2	4	-1	3	-4
COCCN1C(=O)c2ccccc2C(C(=O)NCCN(C)C)C1c1ccc(F)cc1 (stereo not drawn)	2	6	6	-1	3	-6	0	5	0
Cc1ccc(SCC(=O)Nc2ccc(S(=O)(=O)Nc3ncccn3)cc2)cc1	-5	-6	6	-2	0	4	0	9	2
O=C(CCNC(=O)c1ccccc1)NNC(=O)c1ccccc1Br	nt	2	-1	-4	nt	11	nt	nt	nt
O=C1C2C3C=CC(C3)C2C(=O)N1CCCCCCN1C(=O)C2C3C=CC(C3)C2C1=O (stereo not drawn)	3	0	-10	0	2	2	-3	9	19
Cc1cc(NC(=O)CN2C(=O)NC3(CCCCCC3)C2=O)no1	13	1	-7	-2	4	2	3	-13	-19
Cc1ccc(NC(=S)NCc2ccc3c(c2)OCO3)cc1C	7	-28	-3	-3	2	2	-3	14	-5
CNC(=O)CN(c1cc(OCCOC)c(Cl)cc1Cl)S(=O)(=O)c1ccccc1	-2	13	-4	-7	-2	6	4	-2	-4
Cc1ccc(NC(=O)c2nc[nH]c2C(=O)N2CCCCC2)c(C(=O)c2ccccc2)c1	-1	-3	6	1	-2	4	-6	-8	10
COc1cc(/C=C2\SC(=Nc3ccccc3)NC2=O)cc(Cl)c1O	-14	-12	-6	-31	-6	-5	-16	3	-2
C/C(=C\C(=O)Nc1cc(C)on1)c1ccccc1	-2	4	-5	1	2	3	1	-11	-14
O=C(Nc1ccc(S(=O)(=O)N2CCCCC2)cc1)c1ccc(CN2CCOCC2)cc1	14	14	-1	0	-1	-4	4	4	-12
Cc1ccc(-c2nc(C)sc2CC(=O)Nc2cccc(C)c2C)cc1	2	-5	-4	-3	1	7	-3	-4	-8
CC(=O)c1ccc(N2CCN(C(=O)c3ccc(NC(=O)C4CCCO4)cc3)CC2)cc1 (stereo not drawn)	6	-2	-3	2	2	8	5	-1	-11
CC(=O)NN1C(=O)/C(=C/c2ccc(Br)o2)SC1=S	-17	-21	10	-32	-5	2	64*	-11	15
CN(C(=O)COC(=O)c1ccc(Cl)cc1N)C1CCCCC1	6	4	-5	3	1	3	-3	6	-2
COc1cc(NC(=O)CN2C(=O)C(=O)N(C3CCCC3)C2=O)cc(OC)c1	2	1	-2	-2	0	5	nt	nt	-14
COc1ccc(-n2c(CNC(=O)COc3ccc(Cl)cc3Cl)n[nH]c2=S)cc1	-2	11	-10	-5	0	4	-3	-2	-7
O=C(CCC1CCN(C(=O)c2ccco2)CC1)NCc1ccc(F)cc1	0	-10	0	0	-1	-2	-4	0	-4
CCCCn1c(SCC(=O)c2ccccc2)nc2ccsc2c1=O	-7	14	-8	0	-3	4	2	-5	-2
Cc1ccc(S(=O)(=O)NC(=O)NCc2ccccc2)cc1	-6	3	-3	2	-2	-2	8	2	-1
O=C(Nc1ccc2ccccc2c1)[C@@H]1C[C@H]1[C@@H](NP(=O)(c1ccccc1)c1ccccc1)c1ccccc1	-23	3	-14	-10	-15	-6	4	-5	-9
Additional entries:
SMILES	LYPLA2 inh	PREPL inh	PAFAH2 inh	PAD4 inh	LYPLA1 inh	PAFAH1B3 FP inh	GSTO1 counter	EBNA-1 inh	ZTA DNA inh
Cc1ccc(C)c(N(C)S(=O)(=O)c2ccc3[nH]cc(C(=O)NCCN4CCOCC4)c(=O)c3c2)c1	-1	-15	6	-3	-3	-3	-13	-4	-27
Cc1c(O)ccc2c(CN3CCN(CCO)CC3)cc(=O)oc12	0	1	7	1	-4	6	5	-3	1
S=C(Nc1cccc2ccccc12)NC1CCCCC1	9	3	11	-7	2	6	-5	6	6
COC(=O)c1cccc(NC(=O)CSc2nnc(COc3ccc(C#N)cc3)n2-c2ccccc2)c1	7	-13	-7	-2	-3	3	-4	-7	-4
CCN1CCN(Cc2c(C)[nH]c3ccc(OC)cc3c2=O)CC1	-3	6	-5	-5	-4	4	3	-12	12
COc1ccc(C(=O)NCC(C)(C)SCc2c(C)cc(C)cc2C)cc1	-10	5	-2	-1	-7	8	2	-20	-11
CC(=O)Nc1ccc(S(=O)(=O)NNc2cccc(C)c2)cc1	7	2	0	9	-2	2	13	-7	2
CC(=O)NC1(c2ccccc2)CCN(Cc2nnnn2C(C)(C)C)CC1	4	-7	2	-2	2	4	4	-4	14
CCc1cccc(CC)c1NC(=O)C(CC)Sc1nc2ccncc2[nH]1 (stereo not drawn)	-1	5	11	-2	-4	2	1	4	5
C=CCn1nnnc1-c1cc(Cl)cc(Cl)c1	4	-2	3	1	2	7	11	13	11
O=C(Cc1csc(NC(=O)c2ccccc2)n1)NO	9	30	1	-2	7	10	-4	6	-20
COC(OC)c1ccnc(-c2ccc(OC(C)=O)cc2)n1	4	-5	2	-3	-6	0	-3	-8	-3
COc1ccc2c(c1)[nH]c1c(=O)n(Cc3ccco3)cnc12	3	2	4	-1	5	0	1	37*	5
COCCN(C(=O)CCc1ccc(OC)cc1)c1nnc(-c2ccncc2)s1	9	22	-2	0	-3	1	4	12	-12
CCOC(=O)c1sc(NC(C)=O)c(C(=O)OCC)c1C	1	-2	2	-1	0	4	1	9	4

Molecules shown so far that contain an aryl thioether with sulfur outside any ring:
SMILES	LYPLA2 inh	PREPL inh	PAFAH2 inh	PAD4 inh	LYPLA1 inh	PAFAH1B3 FP inh	GSTO1 counter	EBNA-1 inh	ZTA DNA inh
Cc1cccn2c(=O)nc(SCC(=O)NC3CCCCC3)nc12	-2	6	-1	-3	0	-2	-7	0	-7
COc1ccc(C(C)=O)cc1CSc1nnc(Nc2c(C)cccc2C)s1	1	22	6	-2	-2	7	5	-1	-18
CCn1c(=O)cc(SCC(=O)N2CCN(c3ccccc3F)CC2)c2ccccc21	4	-33	3	0	0	4	-3	3	6
Cc1ccc(SCCC(=O)N2CCN(S(=O)(=O)c3ccccc3)CC2)cc1	3	11	12	0	-2	1	nt	nt	13
Cc1ccc(SCC(=O)Nc2ccc(S(=O)(=O)Nc3ncccn3)cc2)cc1	-5	-6	6	-2	0	4	0	9	2
CCCCn1c(SCC(=O)c2ccccc2)nc2ccsc2c1=O	-7	14	-8	0	-3	4	2	-5	-2
COC(=O)c1cccc(NC(=O)CSc2nnc(COc3ccc(C#N)cc3)n2-c2ccccc2)c1	7	-13	-7	-2	-3	3	-4	-7	-4
CCc1cccc(CC)c1NC(=O)C(CC)Sc1nc2ccncc2[nH]1 (stereo not drawn)	-1	5	11	-2	-4	2	1	4	5

Rewritten as labelled records: part of the list above.
> COC(=O)c1cccc(NC(=O)CSc2nnc(COc3ccc(C#N)cc3)n2-c2ccccc2)c1
  LYPLA2 inh: 7
  PREPL inh: -13
  PAFAH2 inh: -7
  PAD4 inh: -2
  LYPLA1 inh: -3
  PAFAH1B3 FP inh: 3
  GSTO1 counter: -4
  EBNA-1 inh: -7
  ZTA DNA inh: -4
> COC(OC)c1ccnc(-c2ccc(OC(C)=O)cc2)n1
  LYPLA2 inh: 4
  PREPL inh: -5
  PAFAH2 inh: 2
  PAD4 inh: -3
  LYPLA1 inh: -6
  PAFAH1B3 FP inh: 0
  GSTO1 counter: -3
  EBNA-1 inh: -8
  ZTA DNA inh: -3

This is a subset (hit frequency here may not be typical).
